Bioassay records from PubChem.
IL-2 act: qHTS of IL-2 Activators; IL-2 activation reporter assay, cell-based qHTS; stimulated with anti-CD3/CD4/CD28 beads; in transgenic mouse T cells; activation, % (series mostly up to about 46 µM); 0.065% of 360,000 active; AID 652025, 2013; in the data active = activation above about 50%; inconclusive = mostly about 30% to 49%; note: 0% is about no effect
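Readout: EGFP and DsRed signals by fluorescent plate cytometry. Unstimulated transgenic mouse T cells received compound 60 min before antibody-bead stimulation, then incubated 18 h at 37 degrees C.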
PLK1 PBD inh: qHTS for Inhibitors of PLK1-PDB (polo-like kinase 1 - polo-box domain): Primary Screen. Serine/threonine-protein kinase PLK1 (Homo sapiens), P53350. Plk1 PBD binding of FITC phosphopeptide, fluorescence polarization. Potency, µM, for the others: max response, negative = inhibition, hits mostly inhibitors. 2.8% of 360,000 active; note: potency is the fitted concentration of half-maximal effect; series mostly up to about 57 µM; % is set by controls: 0 for no effect and ±100 for the full control effect; nearly all actives have a fitted effect of over 65% in size
Target sequence (P53350 whole entry, looked up, the tested form may be a part): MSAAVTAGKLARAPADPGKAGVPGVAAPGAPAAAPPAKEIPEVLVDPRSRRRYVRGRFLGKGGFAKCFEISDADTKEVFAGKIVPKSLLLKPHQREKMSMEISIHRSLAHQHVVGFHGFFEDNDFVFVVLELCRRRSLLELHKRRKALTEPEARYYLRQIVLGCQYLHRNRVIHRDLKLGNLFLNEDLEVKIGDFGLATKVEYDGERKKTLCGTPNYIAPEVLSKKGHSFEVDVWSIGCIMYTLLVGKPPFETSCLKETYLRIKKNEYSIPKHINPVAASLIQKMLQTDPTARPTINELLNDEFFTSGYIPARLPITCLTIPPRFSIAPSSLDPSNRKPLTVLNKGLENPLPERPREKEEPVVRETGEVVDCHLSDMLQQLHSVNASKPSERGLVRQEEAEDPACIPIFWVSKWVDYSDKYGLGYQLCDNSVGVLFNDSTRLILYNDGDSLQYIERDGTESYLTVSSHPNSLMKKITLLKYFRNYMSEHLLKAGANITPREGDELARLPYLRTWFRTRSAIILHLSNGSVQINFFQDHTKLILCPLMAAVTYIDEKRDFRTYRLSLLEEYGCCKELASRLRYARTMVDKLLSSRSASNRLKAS
WRN inhibitor: qHTS for Inhibitors of WRN Helicase. Bifunctional 3'-5' exonuclease/ATP-dependent helicase WRN (Homo sapiens), Q14191. AID 651768, 2012. WRN helicase unwinding, fluorescent forked duplex, kinetic. Potency, µM (titrated, usually from 114 µM), for inactives: at the highest dose activity change, negative = inhibition, hits mostly inhibitors. 0.46% of 360,000 active; note: potency is the fitted concentration of half-maximal effect; % is set by controls: 0 for no effect and ±100 for the full control effect; nearly all actives have a fitted effect of over 55% in size
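Kinetic fluorescence helicase assay: unwinding of a quenched forked DNA duplex (100 nM final) with 2 mM ATP final raises red fluorescence (525/598 nm). Compounds sat 15 min at room temperature with 20 nM WRN beforehand.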
Abeta rescue: qHTS for compounds that reverse cellular toxicity of Amyloid beta (A-beta) peptide in yeast: Primary Screen | 0.063% of 410,000 active | Potency, µM (titrated, usually from 46.1 µM), for the others: at the highest dose growth rescue, hits mostly activators | yeast expressing A-beta42, growth rescue, OD600, 48 h; response scale: 0% DMSO, 100% iron-clioquinol control | AID 1347071, 2019; note: potency is the fitted concentration of half-maximal effect; nearly all actives have a fitted effect of over 55% in size
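Growth rescue measured by 600 nm absorbance after 48 h yeast culture at 30 C with compound. Values normalized between DMSO and an equimolar ferric chloride plus clioquinol control.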
EPAC1 ag: qHTS for Agonist of cAMP-regulated guanine nucleotide exchange factor 3 (EPAC1): primary screen | EPAC1 agonist qHTS, biochemical assay; response scale: 100% = response to 6.5 mM cAMP | Rap guanine nucleotide exchange factor 3 (Homo sapiens), O95398 | Potency, µM (top dose mostly 154 µM), without a hit: top-dose activation, usual class: activators | 0.073% of 360,000 active; note: potency is the fitted concentration of half-maximal effect; nearly all actives have a fitted effect of over 60% in size
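Normalized to 6.5 mM cAMP, activity reflects EPAC1-catalysed release of BODIPY-GDP from Rap1B, followed kinetically over 30 min at 480 nm excitation, 540 nm emission. Reaction contained 100 nM EPAC1, 250 nM Rap1B-BODIPY-GDP, 50 uM GDP.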
EPAC1 antagonist: qHTS for Antagonist of cAMP-regulated guanine nucleotide exchange factor 3 (EPAC1): primary screen; Rap guanine nucleotide exchange factor 3 (Homo sapiens), O95398; EPAC1 GEF assay, Rap1b-BODIPY-GDP exchange fluorescence; Potency, µM (highest dose often 115 µM), for inactives: at the top dose activity change, negative = inhibition, hits mostly inhibitors; 0.14% of 360,000 active;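 note: potency is the fitted concentration of half-maximal effect; plate controls were vehicle for no effect and positive control for full effect; nearly all actives have a fitted effect of over 50% in size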
PI5P4Ka inh: qHTS for Inhibitors of phosphatidylinositol 5-phosphate 4-kinase (PI5P4K); Phosphatidylinositol 5-phosphate 4-kinase type-2 alpha (Homo sapiens), P48426; PI5P4Kalpha enzyme, ADP-Glo luminescence, 60 min; stronger effect = lower value; max response, %; 1.2% of 330,000 active; AID 652105, 2013; active = max response of -50% or lower; inconclusive = between -30% and -50%; inactive = -30% or higher; note: value at the top dose of about 77 µM; % is set by controls: 0 for no effect and ±100 for the full control effect
Target sequence (P48426 whole entry, looked up): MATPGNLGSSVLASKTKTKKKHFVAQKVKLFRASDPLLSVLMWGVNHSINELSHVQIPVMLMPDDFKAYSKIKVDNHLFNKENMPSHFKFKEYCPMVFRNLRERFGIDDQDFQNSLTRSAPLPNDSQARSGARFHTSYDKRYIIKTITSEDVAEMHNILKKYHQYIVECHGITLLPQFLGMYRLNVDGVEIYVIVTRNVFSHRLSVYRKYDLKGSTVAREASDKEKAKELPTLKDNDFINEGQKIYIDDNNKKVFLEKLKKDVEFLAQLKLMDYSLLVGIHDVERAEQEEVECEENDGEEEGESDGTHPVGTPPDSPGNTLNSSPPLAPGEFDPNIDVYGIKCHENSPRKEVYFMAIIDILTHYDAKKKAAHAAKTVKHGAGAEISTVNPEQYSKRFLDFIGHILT
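Luminescence from ADP-Glo served as readout of PI5P4Kalpha activity in a qHTS format. Reaction: enzyme, substrate, compound, ATP at 5 microM final, 60 min at RT.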
FUS yeast rescue: qHTS for Suppressors of FUS Proteinopathy: Primary screen using FUS-linked yeast assay; S. cerevisiae FUS-expressing, growth rescue, OD600, 24 h; Potency, µM (highest dose often 76.6 µM), for inactives: at the highest dose growth rescue (activation), hits mostly activators; 0.24% of 390,000 active; AID 1347120, 2019;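 note: potency is the fitted concentration of half-maximal effect; plate controls were DMSO vehicle for no effect and reference control for full effect; nearly all actives have a fitted effect of over 55% in size; some results filed as inactive show a strong effect at the top dose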
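Read-out: OD at 600 nm after 24hr at 30C, reporting rescue of FUS-induced yeast toxicity. Cells at OD 0.005 in galactose (2%) minimal medium; compounds tested in a dilution series; CP55940 titration from 92uM final as control.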
* hit, by the source's call; & = joins results of further samples; [ ] = remark or other dose. Unless noted, calls come from the whole dose curve; as a rule, active = well fitted curve in the direction sought with a large enough effect; inconclusive = small, poorly fitted or top-dose-only effect, or another doubt; inactive = no such curve, though single readings can be large; an effect the other way counts as inactive or inconclusive.

Screening O=C(Nc1ccc(OC(F)(F)F)cc1)N1CCc2nc(NCc3cccc(Oc4ccccc4)c3)ncc2C1 returned IL-2 act -0.5, PLK1 PBD inh -1%, WRN inhibitor 6%[57.1 µM], Abeta rescue -1%, EPAC1 ag -21%, EPAC1 antagonist 2%, PI5P4Ka inh -3 and FUS yeast rescue 39%.
O=C(NN=C1CCCCCCC1)c1ccccn1 was read as IL-2 act 0.0, PLK1 PBD inh -3%, WRN inhibitor -1%, Abeta rescue 17%, EPAC1 ag 3%, EPAC1 antagonist -6% and FUS yeast rescue 1%.
Screening CSc1nc(N)nc2c1ncn2CC(=O)NCc1ccc2c(c1)OCO2 returned IL-2 act -0.8, PLK1 PBD inh -17%, WRN inhibitor -2%, Abeta rescue -4%, EPAC1 ag -10%, EPAC1 antagonist 0%, PI5P4Ka inh 4 and FUS yeast rescue -12%.
For CCn1nnc(NC(=O)c2ccc(-c3ccc(Cl)cc3)o2)n1 the results were IL-2 act -0.1, PLK1 PBD inh -16%, WRN inhibitor -25%, Abeta rescue -4%, EPAC1 ag 9%, EPAC1 antagonist -4%, PI5P4Ka inh -23 and FUS yeast rescue 11%.
For O=C(NNC(=O)c1csc(-c2ccccc2)n1)c1ccccc1 the results were IL-2 act 0.0, PLK1 PBD inh -2%, WRN inhibitor -7%, Abeta rescue -16%, EPAC1 ag -4%, EPAC1 antagonist -14%, PI5P4Ka inh 1 and FUS yeast rescue 13%.
For COc1ccc(NC(=O)c2cccc3ccccc23)cc1 the results were IL-2 act -0.1, PLK1 PBD inh -9%, WRN inhibitor 9%, Abeta rescue -7%, EPAC1 ag -5%, EPAC1 antagonist 14%, PI5P4Ka inh 4 and FUS yeast rescue 10%.
`CC(C)(C)NC(=O)C(c1ccc(F)cc1)N(CCc1ccccc1)C(=O)c1ccn[nH]1` (stereo unspecified) gave IL-2 act 2.6, PLK1 PBD inh 27µM*, WRN inhibitor -17%, Abeta rescue 10%, EPAC1 ag -6%, EPAC1 antagonist -5%, PI5P4Ka inh inconclusive and FUS yeast rescue 26%.
Screening Cn1c(=O)c2c(ncn2CC(=O)OCC(=O)NCc2ccccc2Cl)n(C)c1=O returned IL-2 act -1.3, PLK1 PBD inh -3%, WRN inhibitor 6%, Abeta rescue 5%, EPAC1 ag -4%, EPAC1 antagonist -6%, PI5P4Ka inh -7 and FUS yeast rescue 1%.
For COc1ccc(NC(=O)CN2C(=O)c3cccc4cccc2c34)c(OC)c1 the results were IL-2 act -0.3, PLK1 PBD inh 2%, WRN inhibitor -4%, Abeta rescue 16%, EPAC1 ag 16%, EPAC1 antagonist -6%, PI5P4Ka inh 2 and FUS yeast rescue 36%.
For CCOC(=O)CNC(=O)CNC(=O)c1nn(-c2ccc(OC)c(OC)c2)c(=O)c2ccccc12 the results were IL-2 act 0.9, PLK1 PBD inh -1%, WRN inhibitor -1%, Abeta rescue -7%, EPAC1 ag -7%, EPAC1 antagonist 9%, PI5P4Ka inh 5 and FUS yeast rescue -15%.
`N#Cc1nc(COc2ccc(Cl)cc2)oc1NCc1ccc2c(c1)OCO2` gave IL-2 act -0.2, PLK1 PBD inh 0%, WRN inhibitor -13%, Abeta rescue -9%, EPAC1 ag 17%, EPAC1 antagonist 8%, PI5P4Ka inh 14 and FUS yeast rescue 7%.
Screening CCOc1ccc(-c2[nH]nc3c2C(c2ccc(O)cc2)C(C#N)=C(N)O3)cc1 (stereo unspecified) returned IL-2 act 2.6, PLK1 PBD inh -4%, WRN inhibitor -5%, Abeta rescue -5%, EPAC1 ag 4%, EPAC1 antagonist -2% and FUS yeast rescue 10%.
For O=C(NCC(=O)N1CCCC(C(F)(F)F)C1)c1ccccc1Br (stereo unspecified) the results were IL-2 act -0.3, PLK1 PBD inh -5%, WRN inhibitor 3%, Abeta rescue -4%, EPAC1 ag -3%, EPAC1 antagonist -7%, PI5P4Ka inh 6 and FUS yeast rescue 10%.
`CC1CCN(CCCNC(=O)CN2C(=O)CSc3ccc(S(=O)(=O)N4CCOCC4)cc32)CC1` gave IL-2 act -1.1, PLK1 PBD inh -2%, WRN inhibitor 0%, Abeta rescue -14%&4%, EPAC1 ag 15%, EPAC1 antagonist -2%, PI5P4Ka inh -4 and FUS yeast rescue 5%&-20%.
For Cc1[nH]nc(NNC(=O)c2ccccc2)c1[N+](=O)[O-] the results were IL-2 act 1.6, PLK1 PBD inh 2%, WRN inhibitor -1%, Abeta rescue 10%, EPAC1 ag -3%, EPAC1 antagonist -1%, PI5P4Ka inh 5 and FUS yeast rescue -2%.
`O=C(Nc1ccnn1C1CCN(Cc2ccc(O)c(Cl)c2)CC1)C1CCCC1` gave IL-2 act -1.8, PLK1 PBD inh -14%, WRN inhibitor inconclusive, Abeta rescue 0%, EPAC1 ag -4%, EPAC1 antagonist -25%, PI5P4Ka inh 0 and FUS yeast rescue 21%.
For O=c1oc(CCCO)cc2ccc(C#Cc3cccnc3)cc12 the results were IL-2 act -2.3, PLK1 PBD inh -3%, WRN inhibitor 7%, Abeta rescue 3%, EPAC1 ag 2%, EPAC1 antagonist 3%, PI5P4Ka inh 4 and FUS yeast rescue -6%.
CCOc1ccccc1OCCCC(=O)Nc1ccc(Cl)c(S(=O)(=O)N2CCOCC2)c1 was read as IL-2 act 0.2, PLK1 PBD inh -4%, WRN inhibitor -12%, Abeta rescue -17%, EPAC1 ag 14%, EPAC1 antagonist -6%, PI5P4Ka inh 10 and FUS yeast rescue 30%.
For Cc1cccc(NC(=O)CCC2CCN(C(=O)c3ccc(C)s3)CC2)c1 the results were IL-2 act -2.1, PLK1 PBD inh -1%, WRN inhibitor 4%, Abeta rescue 7%, EPAC1 ag -13%, EPAC1 antagonist -11%, PI5P4Ka inh 2 and FUS yeast rescue 42%.
`O=C(Cc1cccc(C(F)(F)F)c1)Nc1ccccc1N1CCCC1` gave IL-2 act 2.0, PLK1 PBD inh -9%, WRN inhibitor 0%, Abeta rescue 31%, EPAC1 ag -3%, EPAC1 antagonist -1%, PI5P4Ka inh -4 and FUS yeast rescue -1%.
`NC(=O)COc1ccc(-n2cnnn2)cc1` gave IL-2 act -0.5, PLK1 PBD inh -14%, WRN inhibitor -5%[11.6 µM], Abeta rescue -4%, EPAC1 ag 14%, EPAC1 antagonist 6%, PI5P4Ka inh -70* and FUS yeast rescue -16%.
COCCN(C(=O)Cc1cccs1)c1nnc(-c2ccncc2)s1 was read as IL-2 act 4.1, PLK1 PBD inh 1%, WRN inhibitor -1%, Abeta rescue 5%, EPAC1 ag 6%, EPAC1 antagonist 4%, PI5P4Ka inh -2 and FUS yeast rescue 37%.
For COCCNC(=S)N(CCc1c(C)[nH]c2ccccc12)Cc1ccco1 the results were IL-2 act 2.1, PLK1 PBD inh 9%, WRN inhibitor 6%, Abeta rescue 18%, EPAC1 ag 4%, EPAC1 antagonist 3%, PI5P4Ka inh 2 and FUS yeast rescue 0%.
`Cc1ccc(S(=O)(=O)N2CCOCCOCCOCCOCCOCC2)cc1` gave IL-2 act 0.6, PLK1 PBD inh 4%, WRN inhibitor 10%, Abeta rescue -2%, EPAC1 ag 9%, EPAC1 antagonist 8%, PI5P4Ka inh -4 and FUS yeast rescue 5%.
Brc1ccc(NC2=Nc3ccccc3CC2)cc1 was read as IL-2 act 1.9, PLK1 PBD inh 12µM*, WRN inhibitor 7%, Abeta rescue 3%, EPAC1 ag 8%, EPAC1 antagonist -6%, PI5P4Ka inh inconclusive and FUS yeast rescue -10%.
`CCN(CC)CCC#CC(O)(c1ccccc1)C1CCCCC1` (stereo unspecified) gave IL-2 act 0.1, PLK1 PBD inh 3%, WRN inhibitor 11%, Abeta rescue 1%, EPAC1 ag -7%, EPAC1 antagonist -4%, PI5P4Ka inh 0 and FUS yeast rescue -2%.
Screening COc1cccc(C2CCCN2Cc2nc(-c3cnccn3)no2)c1 (stereo unspecified) returned IL-2 act -0.3, PLK1 PBD inh -17%, WRN inhibitor 0%, Abeta rescue 0%, EPAC1 ag 3%, EPAC1 antagonist -10%, PI5P4Ka inh -4 and FUS yeast rescue 3%.
CC(C)OC(=O)c1ccc(N2C(=O)C3CC=CCC3C2=O)cc1 (stereo unspecified) was read as IL-2 act -2.1, PLK1 PBD inh -6%, WRN inhibitor -4%, Abeta rescue 10%, EPAC1 ag -3%, EPAC1 antagonist 3%, PI5P4Ka inh -3 and FUS yeast rescue 0%.
Screening Cc1ccnc(SCC(=O)c2cc3ccccc3o2)n1 returned IL-2 act -1.0, PLK1 PBD inh -18%, WRN inhibitor 3%[57.1 µM], Abeta rescue 1%, EPAC1 ag 13%, EPAC1 antagonist -23%, PI5P4Ka inh 6 and FUS yeast rescue 2%.
